UHRF1 MBD2 ctr: blocks human UHRF1 binding to methylated DNA; UHRF1 binding to methylated oligo, TR-FRET; inhibition, % at 4.4 µM; hit rate 0.75% among 370,000; AID 687016; in the data active = inhibition above about 21%;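 note: UHRF1 SRA domain binding a hemimethylated CpG hairpin DNA probe; 0% = median of test compound wells and 100% = reference inhibitor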
NR1D1 modulator: modulators of human Rev-erb alpha DNA binding; P20393; hit rate 0.79% among 370,000; activity, % at 10 µM; Rev-erbα–FITC-DNA binding, fluorescence polarization, 90 min; AID 1259318;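 active = activity above about 14%, limit read from the data; passing the limit was not always enough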;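 note: 0% = DMSO wells with 35 nM protein and 100% = DMSO wells with 750 nM protein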
PG9 binder: PG9 antibody binding by small molecule; hit rate 0.43% among 360,000; TR-FRET gp120-PG9 antibody binding; inhibition, % at 6.7 µM; AID 624416; in the data active = inhibition above about 8.5%
rCAG binder: binds r(CAG) RNA repeats; r(CAG) RNA repeat, TO-PRO-1 dye displacement fluorescence; inhibition, % at 3 µM; hit rate 1.3% among 370,000;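 active = inhibition above the plate cutoff, the mean of all test compounds on that plate plus 3 SD, cut at about 35% in these data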;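 note: 0% = DMSO alone and 100% = 100 µM mitoxantrone as full dye displacement; higher means more dye released from RNA so lower well fluorescence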
MBD2 inh: inhibitors of human MBD2 binding to methylated oligonucleotide; Q9UBB5; TR-FRET; inhibition, % at 4.4 µM; hit rate 0.31% among 370,000; in the data active = inhibition above about 13%
LEDGF integ inh: blocks HIV-1 LEDGF/p75-dependent DNA integration. TR-FRET IN-LEDGF/p75 DNA integration, Eu/Cy5. hit rate 0.64% among 370,000. inhibition, % at 3.7 µM;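 active = inhibition above the screen-wide mean plus 3 SD, cut at about 13% in these data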;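 note: signal is the Cy5 over europium emission ratio at 671 and 618 nm; 0% = plate median of compound wells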
HTRA1 inh: HTRA1 (human) protease inhibition; recombinant HTRA1, FP-rhodamine activity-based probe, fluorescence polarization; hit rate 0.5% among 340,000; AID 504803; inhibition, % at 5.96 µM; in the data active = inhibition above about 36%;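 note: 0% = enzyme with DMSO and 100% = wells lacking enzyme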
Target sequence (Q92743 whole entry, looked up): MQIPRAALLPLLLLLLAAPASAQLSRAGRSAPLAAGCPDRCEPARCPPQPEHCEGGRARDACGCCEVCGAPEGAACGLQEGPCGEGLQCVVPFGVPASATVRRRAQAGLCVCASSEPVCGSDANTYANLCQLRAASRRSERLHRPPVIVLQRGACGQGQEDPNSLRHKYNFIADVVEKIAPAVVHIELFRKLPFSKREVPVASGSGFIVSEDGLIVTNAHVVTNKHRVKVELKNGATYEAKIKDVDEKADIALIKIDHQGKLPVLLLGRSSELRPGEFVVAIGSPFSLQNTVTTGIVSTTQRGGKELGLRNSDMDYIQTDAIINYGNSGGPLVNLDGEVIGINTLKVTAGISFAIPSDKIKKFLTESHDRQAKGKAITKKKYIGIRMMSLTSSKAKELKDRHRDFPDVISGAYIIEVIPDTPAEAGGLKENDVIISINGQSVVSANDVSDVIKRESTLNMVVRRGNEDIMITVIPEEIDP
TCR CD3 inh: inhibitors of human TCR-CD3 interaction | TAMRA-labeled TCR probe fluorescence, biochemical | inhibition, % at 9.4 µM | hit rate 0.37% among 360,000; in the data active = inhibition above about 19%;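 note: recombinant mutant TCR 2C K166C tagged with TAMRA read by polarization; 0% = receptor in buffer alone and 100% = receptor with positive control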
mABHD4 FP: inhibitors of mouse ABHD4; Q8VD66; purified mABHD4, FP-Rh probe fluorescence polarization; inhibition, % at 8.92 µM; hit rate 0.54% among 370,000; AID 720543;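 active = inhibition exceeding the mean over every tested compound plus 3 SD, cut at about 30% in these data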;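 note: 0% = plate median of compound wells and 100% = S159A mutant with DMSO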
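assay system = mABHD4 protein | compound dosing = single nominal dose of 8.92 µM, 0.89% DMSO final | read-out basis = percent inhibition of probe binding, normalized to plate controls | schedule = Enzyme–compound pre-incubation 45 min, then probe 60 min, both 25 °C | detection = fluorescence polarization, excitation 525 nm, emission 598 nm, BODIPY TMR filters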
PRMT1 inh: PRMT1 (human) inhibition, primary screen. Q99873. recombinant PRMT1, activity-based probe fluorescence polarization. inhibition, % at 2.79 µM. hit rate 1.3% among 370,000;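 active = inhibition above about 21% made by adding two undisclosed values, limit read from the data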
Target sequence (Q99873 whole entry, looked up): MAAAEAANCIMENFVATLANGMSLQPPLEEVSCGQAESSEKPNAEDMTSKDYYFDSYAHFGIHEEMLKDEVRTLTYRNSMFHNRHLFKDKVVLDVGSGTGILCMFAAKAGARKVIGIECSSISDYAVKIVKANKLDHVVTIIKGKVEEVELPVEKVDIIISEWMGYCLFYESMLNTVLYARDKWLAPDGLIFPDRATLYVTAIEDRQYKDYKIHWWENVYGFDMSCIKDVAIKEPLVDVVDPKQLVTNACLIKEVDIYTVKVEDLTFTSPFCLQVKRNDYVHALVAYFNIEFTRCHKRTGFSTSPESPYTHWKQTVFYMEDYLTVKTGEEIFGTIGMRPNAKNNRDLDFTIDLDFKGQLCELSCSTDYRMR
Active calls of the source: *; · = not tested or not shown.

molecule,mABHD4 FP,LEDGF integ inh,NR1D1 modulator,MBD2 inh,HTRA1 inh,PRMT1 inh,rCAG binder,UHRF1 MBD2 ctr,TCR CD3 inh,PG9 binder
O=C(N/N=C/c1ccc(N2CCOCC2)cc1)C1CC1,-1,-1,-6,1,2,0,-4,-3,5,-2.2
CCN(Cc1ccncc1)C(=O)CC1C(=O)NCCN1Cc1ccc(F)c(F)c1 (stereo not given),5,0,4,0,-2,0,1,0,0,-1.6
CCC(C(=O)OCC(=O)Nc1c(C)n(C)n(-c2ccccc2)c1=O)c1ccccc1 (stereo not given),-4,11,-1,4,-3,-1,-2,1,6,-1.4
CCOCCCNC(=O)Cc1ccc(OC)c(OC)c1,0,-1,-1,-3,2,1,1,3,-1,-0.2
Cc1ccc(NC(=O)CN2C(=O)c3ccccc3S2(=O)=O)cc1C,-12,7,0,1,-8,-3,3,4,0,-1.1
FC(F)Sc1ccc(NC(=S)NC2CCC(NC(=S)Nc3ccc(SC(F)F)cc3)CC2)cc1 (stereo not given),1,0,-2,-5,1,-2,0,-4,2,0.7
COc1ccc(CCC(=O)Nc2ncc(C)s2)cc1,-4,1,5,-4,-6,4,-2,-1,-5,0.6
CN(C(=O)CSc1nc2ccc(Br)cc2c(=O)n1Cc1ccco1)C1CCS(=O)(=O)C1 (stereo not given),-2,-1,-4,2,3,-1,5,2,-3,-3.6
Cn1c(=O)c2c(nc(Br)n2Cc2ccc3ccccc3c2)n(C)c1=O,0,1,-1,-1,-10,-2,-5,0,12,0.3
O=C(O)c1cccc2cc(-c3ccccc3)oc(=O)c12,3,-3,4,0,2,-1,-1,2,-4,0.1
COC(=O)c1cnn2c(C(F)(F)F)cc(-c3ccco3)nc12,12,4,-2,4,10,3,10,-1,4,1.6
O=c1[nH]c(CO)nc2c1oc1ccccc12,3,-1,-4,0,-1,-2,4,2,-4,-0.7
CN(CCOCCOc1ccc(F)cc1)Cc1ccccc1,9,5,-3,-1,0,-1,-7,6,-9,-0.3
COCc1ccc(CN2CCCC(CO)(Cc3ccccc3)C2)o1 (stereo not given),2,-3,0,0,2,1,-3,-1,0,-1.5
Cc1cccc(C(C)C)c1NC(=O)CN1C(=O)NC2(CCc3ccccc32)C1=O (stereo not given),4,1,-4,0,-1,0,-2,0,2,0.9
CCCCSc1nc(C)c(CC(=O)O)c(=O)[nH]1,2,4,0,2,-1,3,1,-5,-2,-0.2
Cc1cccc(C=CC(=O)c2ccccc2)c1,-1,3,1,8,-13,2,5,0,-5,1.0
Cc1ccc(-c2cc(-c3ccc(C)cc3O)[nH]n2)cc1,-22,6,4,5,-46,-1,18,0,7,-1.8
COc1ccc(-c2nnc(SCC(=O)N3CCN(c4ccccc4)CC3)o2)cc1OC,-1,1,7,4,-7,-2,0,2,1,0.6
Cc1nc2sc(-c3ccccc3)cc2c(=O)n1N,-1,-1,8,0,-3,-5,-1,-5,7,-1.7
Oc1ccc(/C=N/NC(=S)N/N=C/c2ccc(O)cc2)cc1,13,-1,3,8,0,4,11,-1,1,-1.3
CN(C)c1ccc(/C=C/c2c([N+](=O)[O-])c(=O)n(C)c(=O)n2C)cc1,-1,1,6,-16,2,-2,0,-14,-1,-6.0
COc1ccc2[nH]cc(C(=O)CCl)c2c1,-2,3,3,-2,4,-5,-1,1,-4,1.0
O=C(CS(=O)(=O)Cc1ccccc1)Nc1ccc(Br)cc1F,-7,0,-5,1,-2,-4,0,-1,3,-0.9
Cc1cc(C)nc(NC(=S)N2CCN(c3ccc(Cl)c(Cl)c3)CC2)c1,11,4,-3,3,·,1,·,-1,·,·
COc1cc(C(=O)N[C@@H](Cc2c[nH]c3ccccc23)C(=O)O)cc(OC)c1OC,1,-3,2,-2,-1,-2,5,-2,-4,-2.4
Nc1cc(=O)[nH]c(SCC(=O)Nc2cccc(Cl)c2Cl)n1,-1,-5,3,7,-4,6,3,1,-9,-0.8
CC(C)(C)C1CCC(OC(=O)C[N+]2(C)CCCC2)CC1 (stereo not given),2,2,-3,6,0,-2,-3,-1,4,-1.9
COC(=O)c1ccccc1NC(=O)c1ccc(Cn2cc(Cl)cn2)o1,-2,0,4,6,0,1,0,4,-2,0.6
Cn1cc(Br)c(C(=O)N2CCN(c3cccc(Cl)c3)CC2)n1,1,1,3,0,2,2,-4,2,1,-1.9

Copied from above, 4 compounds:
molecule,mABHD4 FP,LEDGF integ inh,NR1D1 modulator,MBD2 inh,HTRA1 inh,PRMT1 inh,rCAG binder,UHRF1 MBD2 ctr,TCR CD3 inh,PG9 binder
Cc1cccc(C(C)C)c1NC(=O)CN1C(=O)NC2(CCc3ccccc32)C1=O (stereo not given),4,1,-4,0,-1,0,-2,0,2,0.9
CCCCSc1nc(C)c(CC(=O)O)c(=O)[nH]1,2,4,0,2,-1,3,1,-5,-2,-0.2
Cc1cccc(C=CC(=O)c2ccccc2)c1,-1,3,1,8,-13,2,5,0,-5,1.0
Cc1ccc(-c2cc(-c3ccc(C)cc3O)[nH]n2)cc1,-22,6,4,5,-46,-1,18,0,7,-1.8

Remaining list, next part.
molecule,mABHD4 FP,LEDGF integ inh,NR1D1 modulator,MBD2 inh,HTRA1 inh,PRMT1 inh,rCAG binder,UHRF1 MBD2 ctr,TCR CD3 inh,PG9 binder
CCOC(=O)C1=CCC(c2ccc(N(CC)CC)cc2)N(S(=O)(=O)c2ccc(C)cc2)C1c1ccc([N+](=O)[O-])cc1 (stereo not given),6,2,4,-9,·,-1,5,0,5,-1.3
CC1CCCC(C)N1C(=O)COC(=O)CNC(=O)C12CC3CC(CC(C3)C1)C2 (stereo not given),-3,-1,0,-5,2,-2,-9,0,0,1.2
CCCc1ccc2oc(C(=O)N(C)CCn3ccnc3C)c(C)c2c1,2,2,-1,3,-7,2,-9,0,-5,0.6
O=C(N/N=C/c1ccc(-c2cccc([N+](=O)[O-])c2)o1)[C@H]1C[C@@H]1c1ccccc1,3,3,-5,3,-1,-1,2,2,1,-1.2
COc1ccccc1NCCC(=O)OCC(=O)NC1CC1,-2,2,-4,4,-6,1,0,3,11,-2.3
Cc1ccc(C2NC(=O)c3c(sc4c3CCN(C)C4)N2)s1 (stereo not given),5,-3,5,-11,5,5,2,-16,2,-2.6
COc1ccc(CNC(=O)[C@H](C)NC(=O)C2CC(=O)N(c3ccc4c(c3)OCO4)C2)cc1 (stereo not given in full),4,-1,1,2,3,-1,-2,5,-6,-1.1
O=C(OCC1CC(c2ccccc2)=NO1)c1ccc(Cl)cc1 (stereo not given),1,-1,-1,-7,-8,0,-1,0,2,-0.1
CCOC(=O)[C@@H]1[C@H]2COc3ccccc3[C@@H]2N2C(=O)N(c3cccc(Cl)c3)C(=O)[C@]12C,-8,-1,-2,3,-16,-4,-8,-3,-8,1.9
CCOC(=O)CN1C(=O)S/C(=C\c2ccc(-c3cccc(C(=O)O)c3C)o2)C1=O,5,2,2,-3,·,3,9,4,8,-3.0
COC(C[C@H]1O[C@H]1[C@H](O)[C@@H](C)OCc1ccccc1)OC,2,2,-2,1,-2,-1,-1,10,0,-1.0
CC1CCN(C(=O)CCNC(=O)Cn2cnc3sc4c(c3c2=O)CCCC4)CC1,3,-1,-5,4,-15,-1,-5,1,1,-2.2
O=C(CN(CC1CCCO1)S(=O)(=O)c1ccc(S(=O)(=O)NC2CC2)cc1)Nc1ccccc1 (stereo not given),-1,3,-6,0,3,-4,-2,0,-4,2.5
C/C(=N\Nc1cc(C)nc(-c2ccccc2)n1)c1cccc([N+](=O)[O-])c1,-4,2,-3,0,-32,-4,7,1,2,-1.2
O=C(CCSc1ccc(Cl)cc1)Nc1cccnc1,0,-1,-3,9,-13,1,5,8,-2,-0.6
CC(=O)Nc1nnc(Cc2c[nH]c3ccccc23)s1,0,-6,-7,-1,1,4,3,3,-7,0.8
O=C(Nc1nnc([C@H]2C[C@H](O)[C@@H](CO)O2)s1)Nc1ccc(F)cc1F,7,-2,2,-6,·,3,4,-3,2,-0.3
CCCCn1c(SC(C)C(=O)NCC2CCCO2)nc2cc(C(=O)OC)ccc2c1=O (stereo not given),-6,0,40*,-1,-10,-3,0,0,-11,-0.5
CCN(CCn1cccn1)C(=O)CC1C(=O)NCCN1Cc1ccc(F)cc1 (stereo not given),5,-3,-2,2,-2,2,0,-2,1,-1.4
CCOC(=O)CC(=O)NC(C)(C)CCCCC(C)(C)NC(=O)CC(=O)OCC,-4,9,-5,0,4,-3,-4,1,-3,0.1
CCOc1ccc(NC(=O)CSc2nc3c(c(=O)n2C)SC(C)C3)cc1 (stereo not given),2,0,-1,-7,-7,0,3,-1,5,-1.3
COc1ccc(CC(=O)OCC(=O)N(C)C2CCS(=O)(=O)C2)cc1OC (stereo not given),2,-1,4,-2,6,-8,0,-2,0,-0.5
CC1CCN(C(=O)COC(=O)Cn2cnc3ccccc32)CC1,-4,0,0,4,0,-1,3,4,-7,2.5
Cc1nn(-c2ccccc2)c(C)c1C(=O)NCc1ccc(F)cc1,-2,-1,-5,2,3,-1,-5,0,2,-0.4
CC(=O)Nc1ccc(S(=O)(=O)NC2(C(F)(F)F)NC(=O)N(c3ccccc3F)C2=O)cc1 (stereo not given),-8,6,-6,9,-2,2,2,5,-6,-0.2
Cc1cccc(NC(=O)CSc2nc3nc4c(cc3c(=O)n2-c2ccccc2)CCCC4)c1,-4,-1,22,4,-34,0,6,-1,7,29*
COc1ccc(NC2CCCN(C(=O)CCN3CCCC3=O)C2)cc1 (stereo not given),3,0,4,1,3,-2,-3,0,7,-1.3

These rows are one share of the data; count on the stated rates, not on these rows.
